ARNT TACC3 PPI = disruptors of human ARNT/TACC3 interaction; inhibition, % at 9.99 µM; AID 623870; Q9Y6A5; AlphaScreen His-ARNT PAS-B/GST-TACC3 binding, luminescence; TACC3 fragment carries E629A point mutation; 390,000 tested, 0.66% active;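 active = mean inhibition of replicates at least 50% and at least half of replicates each reaching 50%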;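 note: 0% = complete ARNT plus TACC3 wells and 100% = ARNT alone without TACC3; many hits fall short of the cut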
PAX8 reporter = PAX8 transcriptional activity inhibition; RMG-I TPO-luciferase reporter, SteadyGlo, 24 h; inhibition, % at 12.6 µM; 360,000 tested, 1.2% active; AID 652154;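 active = mean replicate inhibition at least 60% with every replicate also reaching 60%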;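 note: luciferase light reporting Pax8 driven TPO promoter activity; plate controls were median of neutral control wells for no effect and mitoxantrone controls for full effect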
The depositor's hits bear a star. Only part of the results is shown, so the mix of outcomes need not match the whole.

SMILES	ARNT TACC3 PPI	PAX8 reporter
Cc1ccc([N+](=O)[O-])cc1-c1[nH]c(-c2ccc(O)c(O)c2)nc1-c1ccccc1	21	13
COC(=O)C1(CCSC)NC(c2ccc(O)cc2)C2C(=O)N(c3ccc4c(c3)OCCO4)C(=O)C21 (stereo not drawn)	-2	6
CCOP(=O)(c1ccccc1)c1nc(-c2ccccc2Cl)oc1N1CCCCC1 (stereo not drawn)	-5	1
O=C(NCc1ccccc1)C(Cc1ccccc1)N1C(=O)C2C3CCC(C3)C2C1=O (stereo not drawn)	-4	1
CSc1nc2cc(Cl)ccc2s1	-8	-8
COc1cc(C(=O)Nc2ccc(NC(=O)C3CC3)nc2)cc(OC)c1OC	-7	11
CCCN(CCC)c1nc2ccccc2n2c(C)nnc12	-1	17
CCn1ncc(Br)c1C(=O)Nc1ccccc1C(=O)OC	-2	1
CCN(CC(=O)Nc1ccc2c(c1)OCCO2)c1ccc(S(=O)(=O)N2CCOCC2)cn1	-6	0
Cc1cccc(NC(=O)/C(=C\c2ccco2)NC(=O)c2ccccc2)c1	2	-12
Cc1ccccc1N(CC(=O)N/N=C/c1ccc(Cl)cc1)C(=O)c1ccccc1	2	6
Cc1cc(=O)oc(C)c1C(=O)NCCN1CCOCC1	-26	-7
CC(=O)Nc1ccc(-n2cnnn2)cc1	-3	-14
CC1(O)CC(=O)N(c2ccccc2)O1 (stereo not drawn)	0	1
CN(CC(=O)NCc1ccc(F)cc1)S(=O)(=O)c1cccc2nsnc12	7	16
O=C(CN1C(=O)C2CC=CCC2C1=O)Nc1ccc(S(=O)(=O)NC2=NCCCCC2)cc1 (stereo not drawn)	24	12
CCN(CC)C(=O)CSc1nnc(CNc2ccc(F)cc2)n1Cc1ccco1	-7	16
Cc1onc(-c2c(Cl)cccc2Cl)c1C(=O)c1c[nH]c(C(=O)NCCCN2CCOCC2)c1	-2	2
O=C(O)c1ccc(Cl)c(S(=O)(=O)NCC2CCCO2)c1 (stereo not drawn)	-1	-3
Cc1nn(Cc2ccccc2Cl)c2sc(C(=O)NCCCn3ccnc3)cc12	6	23

The closing five entries of the part above open the next one.
SMILES	ARNT TACC3 PPI	PAX8 reporter
O=C(CN1C(=O)C2CC=CCC2C1=O)Nc1ccc(S(=O)(=O)NC2=NCCCCC2)cc1 (stereo not drawn)	24	12
CCN(CC)C(=O)CSc1nnc(CNc2ccc(F)cc2)n1Cc1ccco1	-7	16
Cc1onc(-c2c(Cl)cccc2Cl)c1C(=O)c1c[nH]c(C(=O)NCCCN2CCOCC2)c1	-2	2
O=C(O)c1ccc(Cl)c(S(=O)(=O)NCC2CCCO2)c1 (stereo not drawn)	-1	-3
Cc1nn(Cc2ccccc2Cl)c2sc(C(=O)NCCCn3ccnc3)cc12	6	23
CCn1c(SCC(=O)c2cc(OC)ccc2OC)nnc1C1CC1	-10	28
O=C(OCC#CCSc1nnc(-c2ccc([N+](=O)[O-])cc2)o1)c1cccs1	16	-8
O=C(NCCN1CCOCC1)C1CCN(Cc2ccccc2O)CC1	-8	2
Cc1ccc(CSc2nnc(-c3ccncc3)n2C)cc1	-3	-18
COc1ccc(CC(CC(=O)O)C(=O)Nc2ccc(OC)cc2)cc1 (stereo not drawn)	-2	0
O=C(CCCCCCCC(=O)NCC1CCCO1)NCC1CCCO1 (stereo not drawn)	2	-3
COC(=O)C1=C(C)N=C2SC(C)C(=O)N2C1c1cccc(F)c1 (stereo not drawn)	-2	28
COc1ccccc1N1CCN(CC(O)COc2c(OC)cccc2OC)CC1 (stereo not drawn)	18	3
CN1CCN(C2OC(=O)c3ccccc32)CC1 (stereo not drawn)	-1	10
COc1ccc(-c2c(C)oc3ccc(C)cc23)cc1	-4	33
O=S(=O)(c1ccc(Cl)cc1)N1CCC(N2CCCCCC2)CC1	1	2
O=C(CNS(=O)(=O)c1ccccc1Br)OCC(=O)N1CCc2ccccc21	-1	9
O=C(NCCCc1ccccc1)c1ccncc1	2	-12
O=S(=O)(Nc1ccc(-c2nc3ccccc3o2)cc1)c1ccccc1	-11	-37
CCC(C)C(NC(=O)OCc1ccccc1)C(=O)OCN1C(=O)c2ccccc2C1=O (stereo not drawn)	-2	7
CCN(CC)S(=O)(=O)c1ccc(C(=O)N2CCCCC2)cc1	-2	11
O=c1[nH]c2ccsc2c(=O)n1-c1ccc(F)cc1	-1	-13
O=C(c1ccc2c(c1)OCO2)N(Cc1ccco1)C1(C(=O)NC2CCCCC2)CCCCC1	-2	-1
COc1ccc(OCCOC(=O)c2cccs2)cc1	-2	-112
COC(=O)CNC(=O)C1CCCN1C(=O)OC(C)(C)C (stereo not drawn)	-11	-6
COc1ccccc1CNC(=O)CN1C(=O)C(C)N(c2ccc(C)cc2)C1=O (stereo not drawn)	-1	-2
CN=C1SC(CC(=O)Nc2cc(Cl)ccc2Cl)C(=O)N1C (stereo not drawn)	-4	-3
CSc1cccc(NC(=O)CN(c2cccc(C)c2)S(C)(=O)=O)c1	27	7
Cc1ccc(Oc2ncc(CN3CC(C)OC(C)C3)s2)cc1 (stereo not drawn)	-7	-2
Cn1c2ccccc2c2c(C(=O)N3CCN(c4ccc(F)cc4)CC3)cn(C3CCCC3)c(=O)c21	-5	19
NC(=O)CCNC(=O)c1ccc(Cl)cc1	-4	3
c1csc(-c2nc3c4ccccc4c4ccccc4c3[nH]2)c1	-7	25
COc1ccc(S(=O)(=O)N2CCCCC2)cc1Br	-6	3
O=C(Nc1ccc(F)cc1F)N1CCCCC1c1cccnc1 (stereo not drawn)	11	-10
COC(=O)C1CCN(C(=O)COc2cc3sc(C)nc3c3sccc23)CC1	-6	0
Cc1[nH]c(=O)[nH]c(=O)c1S(=O)(=O)N1CCOCC1	-6	-15
O=C(CNC(=O)Cn1ccc2ccccc2c1=O)NCCCN1CCN(c2cccc(Cl)c2)CC1	-3	-1
CC1(C)Cc2cccc(OCC(=O)N3CCN(S(=O)(=O)c4ccc(F)cc4)CC3)c2O1	1	11
Nc1nnc(Cc2ccccc2)s1	5	8
O=C1CCCC2=C1C(c1ccsc1)CC(=O)N2c1ccccc1 (stereo not drawn)	-11	9
CC1=CC(C)C2C(=O)N(O)C(=O)C2C1 (stereo not drawn)	-16	8
COc1ccccc1N1CC(C(=O)Nc2ccc(S(=O)(=O)N3CCOCC3)cc2)CC1=O (stereo not drawn)	0	4
COc1cccc(CNC(=O)CCS(=O)(=O)c2cccc3nonc23)c1	-8	-1
CCn1c(=S)[nH]c2cc(C(=O)OC)ccc2c1=O	2	-11
O=C(CCN1CCCCC1)Nc1ccc(Br)cc1	0	-4

Reprinted at random: 7 entries already listed.
SMILES	ARNT TACC3 PPI	PAX8 reporter
O=C(CNC(=O)Cn1ccc2ccccc2c1=O)NCCCN1CCN(c2cccc(Cl)c2)CC1	-3	-1
COC(=O)C1CCN(C(=O)COc2cc3sc(C)nc3c3sccc23)CC1	-6	0
COc1cccc(CNC(=O)CCS(=O)(=O)c2cccc3nonc23)c1	-8	-1
COc1ccccc1N1CC(C(=O)Nc2ccc(S(=O)(=O)N3CCOCC3)cc2)CC1=O (stereo not drawn)	0	4
COc1ccccc1CNC(=O)CN1C(=O)C(C)N(c2ccc(C)cc2)C1=O (stereo not drawn)	-1	-2
O=C(CCN1CCCCC1)Nc1ccc(Br)cc1	0	-4
c1csc(-c2nc3c4ccccc4c4ccccc4c3[nH]2)c1	-7	25

Further structures:
SMILES	ARNT TACC3 PPI	PAX8 reporter
CS(=O)(=O)N(CC(=O)NCc1ccncc1)c1cc(Cl)cc(Cl)c1	1	3
COc1ccc([C@H]2[C@@H](C#N)[C@H](C#N)N3CCCN23)cc1	-2	10
CC(=O)Nc1cccc(NC(=O)Nc2ccc(C(C)=O)cc2)c1	-13	-60
COC(=O)c1cccc(S(=O)(=O)N(Cc2ccco2)Cc2cc3cc(OC)ccc3[nH]c2=O)c1	6	1
OC(COCc1ccccc1)CN1CCN(c2ccccc2F)CC1 (stereo not drawn)	-8	9
CC(C)OC(=O)C(C)Oc1ccc(C(=O)NCCc2ccccc2)cc1 (stereo not drawn)	-12	-15
O=C(NNS(=O)(=O)c1ccccc1[N+](=O)[O-])c1ccc(O)cc1	-7	3
O=C(NCCCN1CCN(CCCNC(=O)c2ccccc2F)CC1)c1ccccc1F	-11	0
O=C(c1ccccc1)c1ccccc1N/C=C/c1nnnn1-c1ccccc1	-1	-6
COc1ccccc1C(=O)N/C(=C\c1ccc(Br)cc1)C(=O)NCCO	-6	7
COc1ccc(C2C(C(=O)N3CCCCC3)c3ccccc3C(=O)N2C)cc1 (stereo not drawn)	-4	8
O=c1cc(O)nc2n1CCCS2	0	-33
O=C1c2ccccc2S(=O)(=O)N1CC(O)COc1ccc(Br)cc1 (stereo not drawn)	21	-7
COc1ccccc1-n1c(SCC(=O)N(C)C2CCS(=O)(=O)C2)nc2ccccc2c1=O (stereo not drawn)	-4	-2
Oc1[nH]c2ccccc2c1C=NCC1CCCO1 (stereo not drawn)	7	6
O=C1C2CC=C(Cl)CC2C(=O)N1c1ncn[nH]1 (stereo not drawn)	8	5
Cc1ccccc1C(=O)N/N=C/c1ccncc1	-19	-14
CCN(CC)C(=O)CSc1nc(-c2ccc(C)cc2)nc2c1COC(C)(C)C2	-3	2
CCCCOC(=O)n1c(=S)oc2cc(Cl)ccc21	-1	-87
CC(Oc1ccccc1)c1ccnn1S(=O)(=O)c1ccccc1 (stereo not drawn)	-11	3

Reprinted from the part before: 7 entries, then new ones.
SMILES	ARNT TACC3 PPI	PAX8 reporter
COc1ccccc1-n1c(SCC(=O)N(C)C2CCS(=O)(=O)C2)nc2ccccc2c1=O (stereo not drawn)	-4	-2
Oc1[nH]c2ccccc2c1C=NCC1CCCO1 (stereo not drawn)	7	6
O=C1C2CC=C(Cl)CC2C(=O)N1c1ncn[nH]1 (stereo not drawn)	8	5
Cc1ccccc1C(=O)N/N=C/c1ccncc1	-19	-14
CCN(CC)C(=O)CSc1nc(-c2ccc(C)cc2)nc2c1COC(C)(C)C2	-3	2
CCCCOC(=O)n1c(=S)oc2cc(Cl)ccc21	-1	-87
CC(Oc1ccccc1)c1ccnn1S(=O)(=O)c1ccccc1 (stereo not drawn)	-11	3
CC(C)N1C(=S)SC(C)(C)C1n1oc(=O)n(-c2ccc(Cl)c(Cl)c2)c1=O (stereo not drawn)	-2	-8
CC1CCN(C(=O)C(NS(=O)(=O)c2cccc3nsnc23)c2ccccc2)CC1 (stereo not drawn)	0	20
O=C1COc2ccc(-c3csc(=Nc4ccc(OC(F)F)cc4)n3CC3CCCO3)cc2N1 (stereo not drawn)	-8	17
CC(=O)NC1=NN(C(C)=O)C(c2sccc2C)S1 (stereo not drawn)	-4	-1
Cc1ccc(C(=O)COC(=O)c2ccc(Br)o2)cc1C	-6	-38
CCC(C)(C(=O)NC1CCCCC1)N(Cc1ccco1)C(=O)Cc1cccs1 (stereo not drawn)	-4	31
CCOC(=O)/C(C#N)=C1/C=CN(C)C=N1	-3	9
Cc1cc(C)n2c(SCc3ccc(C#N)cc3)nnc2n1	0	-12
Cc1cccc(N2CCN(C3=NC(=O)C(=C4CCCCC4)S3)CC2)c1	-1	19
FC(F)(F)c1nc(-c2cccnc2)ncc1-c1nnnn1-c1ccccc1	-3	35
CCOC(=O)c1c(C)[nH]c(C(=O)COC(=O)c2oc3ccccc3c2C)c1C	-1	0
Cc1ccccc1-c1noc(-c2ccc(Cl)cc2)n1	-8	-96
CC(=O)c1cccc(NC(=O)N2CCCC2C(=O)NCCc2ccccc2)c1 (stereo not drawn)	-4	-20
COc1cc2c(cc1NC(=O)c1ccc(C(C)(C)C)cc1)CCCC2	-3	18
COCCNC(=O)c1c(N)n(/N=C/c2cccs2)c2nc3ccccc3nc12	15	-2
COc1ccc(Cl)cc1N1Cc2ccccc2C1	0	16
O=C1CN(C(=O)c2ccccc2)c2ccccc2N1	2	5
c1ccc2c(c1)nc1n2CN(Cc2ccc3c(c2)OCO3)CN1	0	13
O=C(CCS(=O)(=O)c1cccc2nsnc12)NCc1ccccc1	2	8
Cc1ccc(Oc2ccc(Oc3ccc(C)cc3)nn2)cc1	-9	-40
CC1(C)CN2C(=S)N(c3ccccc3)C(c3ccccc3)N2C1 (stereo not drawn)	-11	-7
CCc1cccc(CC)c1NC(=O)CSc1nc2ccc(N3C(=O)C4C5C=CC(C5)C4C3=O)cc2s1 (stereo not drawn)	-7	22
Cn1c(-c2ccc3c(c2)OCO3)cnc1NCc1ccccc1	9	-13
O=c1oc2ccccc2c2c1ncn2CCN1CCOCC1	2	5
CC(NS(=O)(=O)c1ccc(CCC(=O)N2CCN(C)CC2)cc1)c1ccccc1 (stereo not drawn)	-3	-8
c1ccc(Cn2c(SCCN3CCOCC3)nnc2-c2cccnc2)cc1	-10	-30
COc1cccc(N(CC(=O)O)S(=O)(=O)c2ccccc2)c1	-3	-7
CC1CCCCC1NC(=O)CN1C(=O)NC(Cc2ccccc2)(Cc2ccccc2)C1=O (stereo not drawn)	7	1
CCCCCNC(=O)CCCCn1c(=O)[nH]c2cc(OCC)c(OCC)cc2c1=O	-14	6
O=C(c1sc2ccccc2c1Cl)N(Cc1ccccc1)C1CCS(=O)(=O)C1 (stereo not drawn)	-9	-1
Cc1cccc(N(CC(=O)N2CCOCC2)S(C)(=O)=O)c1C	-7	0
CCN1CCN(C(=O)CN(Cc2ccccc2)S(C)(=O)=O)CC1	-4	4
CCC(=O)c1ccc(OC(=O)c2cccs2)cc1	0	-1
CCOC(=O)c1cnc2c(c(C)nn2C)c1Oc1ccc(Cl)cc1	-8	-14
Cc1cccc(Cn2c(C(=O)OC(C)C)cc3c2ccn3C)c1	8	8
